Screening data from PubChem BioAssay.
HIF-2a inh: HIF-2a inhibition. 786-0 RCC cells HIF-2a reporter, luciferase luminescence, overnight. inhibition, % at 18.8 µM. 360,000 compounds, 0.72% hits. AID 624352;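 active = inhibition of the luminescence signal of 40% or more relative to plate controls, in a single-dose primary screen at 18.75 µM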
NR2E3 ag-1: activates human photoreceptor nuclear receptor NR2E3; GST-NR2E3/biotin-RetCOR TR-FRET, 1536-well; inhibition of corepressor binding, % at 4.78 µM; 320,000 compounds, 0.12% hits; AID 2300;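 active = percent inhibition above the cutoff of mean plus 3 SD of all tested compounds, set per screening campaign, cut at about 20% in these data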;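 also: 0% = DMSO wells and 100% = biotin wells as full block of FRET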
Target sequence (Q9Y5X4 whole entry, looked up): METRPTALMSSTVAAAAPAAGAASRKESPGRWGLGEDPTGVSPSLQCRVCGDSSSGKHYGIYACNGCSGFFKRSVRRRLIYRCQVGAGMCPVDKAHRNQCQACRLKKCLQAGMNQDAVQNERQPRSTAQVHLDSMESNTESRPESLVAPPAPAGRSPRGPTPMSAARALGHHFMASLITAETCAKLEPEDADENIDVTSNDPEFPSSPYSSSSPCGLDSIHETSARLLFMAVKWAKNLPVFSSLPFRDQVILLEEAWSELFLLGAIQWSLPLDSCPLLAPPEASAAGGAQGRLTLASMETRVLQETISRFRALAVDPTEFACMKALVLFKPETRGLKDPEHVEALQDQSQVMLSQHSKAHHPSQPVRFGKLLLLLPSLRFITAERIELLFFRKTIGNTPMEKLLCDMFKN
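Material: NR2E3–RetCOR corepressor complex / Incubation: Compound–protein incubation for 5 h at 4 °C / Dosing: compound at 4.8 µM, single dose / Detection: time-resolved FRET / Benchmarks: high control biotin, low control 0.6% DMSO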
Peg3 prom inh: inhibitors of Peg3 promoter | inhibition, % at 20 µM | 360,000 compounds, 1.7% hits | AID 588405 | HeLa PEG-Prom luciferase reporter, luminescence, overnight;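 active = inhibition of at least 50% at 20 µM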
CaV13 FRET inh: Disruptors of the CACNA1D IQ motif to Ca2+-dependent inactivation inhibitor domain association, primary screening, Förster resonance energy transfer in intact living …. AID 743397. HEK cells, CFP/YFP FRET ICDI-IQ, plate reader, 10 min; percent FRET-ratio fall versus neutral wells. 340,000 compounds, 0.098% hits. inhibition, % at 12.3 µM;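 active = mean replicate inhibition of at least 30% and at least 1% of replicates passing that level; inconclusive = only one of the two criteria is met; inactive = neither criterion is met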;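 also: 0% = median of the neutral control wells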
Shn3 3UTR inh: Schnurri-3 reporter inhibition in Clone20 osteoblasts. Clone20 osteoblast Shn3 3'UTR firefly luciferase, 24 h. 360,000 compounds, 0.52% hits. inhibition, % at 12.5 µM;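 active = mean inhibition of at least 75% with every replicate also reaching 75%; inconclusive = mean inhibition at least 75% but some replicate below; inactive = mean inhibition below 75%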;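 also: 0% = median of neutral control wells and 100% = pilot-screen positive control compound; some compounds past the cut are filed as inactive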
KKLEB cytotox: counter-screen for CF NF-kB inhibitors: cytotoxicity; 360,000 compounds, 0.36% hits; activity change (cytotoxicity), % at 5 µM; AID 602141; KKLEB CF airway cells viability, ATPlite luminescence, overnight; active compounds read low; cells stimulated with P. aeruginosa culture filtrate;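 active = corrected activity change at or below -50% at 5 µM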
CF NFkB block: blocks PAF-induced NF-kB reporter in cystic fibrosis cells | KKLEB NF-kB-GFP reporter, GFP fluorescence overnight | inhibition, % at 5 µM | 360,000 compounds, 0.86% hits;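 active = at least 50% inhibition at 5 µM, scaled per plate between neutral and stimulator controls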;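 also: PAF is a Pseudomonas aeruginosa culture filtrate used as stimulus; plate controls were PAF-stimulated DMSO wells for no effect and unstimulated DMSO wells for full effect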
Vif inh: HIV Vif inhibition; 340,000 compounds, 0.35% hits; inhibition, % at 7.49 µM; HEK293T cells, Vif self-association by quenched fluorescence, imaging, 24 h; in the data active = inhibition above about 50%, passing the limit was not always enough; inconclusive = no clear call, values can overlap the other calls; inactive = below about 31%; also: some results filed as inactive read as strong as hits
MITF TRPM1 inh: inhibitors of MITF-driven TRPM1 promoter in melanoma cells. SK-MEL-5 TRPM1 promoter luciferase, 24 h. inhibition, % at 12.5 µM. 330,000 compounds, 0.83% hits;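 active = mean inhibition across replicates of 60% or more, whatever share of single replicates reaches that level; inconclusive = some that reach 60%, reason not given; inactive = mean inhibition across replicates below 60%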; also: values of inactives mirror those of a sister screen read the other way
PDI turbidity: blocks human protein disulfide isomerase activity | AID 588391 | inhibition, % at 10 µM | 350,000 compounds, 0.052% hits | PDI insulin aggregation turbidity, A650, 90 min;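 active = mean inhibition across replicates of 30% or more, whatever share of single replicates reach that level; inconclusive = mean inhibition below 30% while every single replicate reaches 30%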;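 also: absorbance from insulin aggregation driven by PDI reduction with DTT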
Target sequence (P07237 whole entry, looked up): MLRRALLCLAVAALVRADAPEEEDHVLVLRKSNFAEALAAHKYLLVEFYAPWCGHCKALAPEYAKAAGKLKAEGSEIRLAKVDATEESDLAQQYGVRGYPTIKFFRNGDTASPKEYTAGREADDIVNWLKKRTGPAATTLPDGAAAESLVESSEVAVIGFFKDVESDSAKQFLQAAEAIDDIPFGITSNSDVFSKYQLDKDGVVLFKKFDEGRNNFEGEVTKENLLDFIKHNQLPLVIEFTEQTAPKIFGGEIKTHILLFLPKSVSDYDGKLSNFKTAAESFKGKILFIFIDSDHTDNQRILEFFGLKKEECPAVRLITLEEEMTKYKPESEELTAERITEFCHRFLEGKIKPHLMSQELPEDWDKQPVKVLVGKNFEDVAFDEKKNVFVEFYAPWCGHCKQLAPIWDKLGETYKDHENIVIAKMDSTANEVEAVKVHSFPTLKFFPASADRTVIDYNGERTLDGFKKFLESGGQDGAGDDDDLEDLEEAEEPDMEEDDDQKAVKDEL
NR2E3 ag-2: activates human NR2E3 receptor | CHO-S Gal4-NCOR/VP16-NR2E3 two-hybrid, luciferase | Q9Y5X4 | inhibition of corepressor binding, % at 3.98 µM | 360,000 compounds, 0.35% hits | AID 602229;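 active = inhibition above the mean of all tested compounds plus 3 SD, cut at about 70% in these data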;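 also: 0% = DMSO with NR2E3 transfected cells and 100% = cells lacking NR2E3 construct; higher means lower luciferase signal from less NR2E3 corepressor binding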
Numbers without * were called inactive; ? = inconclusive; · = no result given.

Sample of the layout (12 entries):
Fields: HIF-2a inh	NR2E3 ag-1	Peg3 prom inh	CaV13 FRET inh	Shn3 3UTR inh	KKLEB cytotox	CF NFkB block	Vif inh	MITF TRPM1 inh	PDI turbidity	NR2E3 ag-2
- COC(=O)c1ccc2ccccc2c1OC1OC(CO)C(O)C(O)C1NC(C)=O (stereo unspecified)
    15	4	5	-1	9	2	-14	18	-6	-8	-11
- Oc1cccc(-c2csc(C(O)(c3ccccc3)C(F)(F)F)n2)c1 (stereo unspecified)
    -8	·	13	-6	-42	-21	2	-8	·	-1	-8
- Cc1ccc2nsnc2c1NC(=O)Cc1ccc(Cl)cc1
    2	-1	-1	-5	16	4	6	10	-5	-9	7
- O=C(NC1CCCCCC1)C1CCCN(S(=O)(=O)c2cccs2)C1 (stereo unspecified)
    -13	-2	-2	-6	-5	-8	-14	-13	-2	19	-27
- O=C(CNC(=O)Cc1ccccc1)NCC(=O)OCC(=O)c1ccc(Cl)cc1
    10	0	10	-9	28	-3	-6	-4	4	-2	23
- Cc1ccccc1Nc1nnc(C)c(=O)n1N
    12	-1	2	-8	-10	2	1	?	-6	-5	-1
- Cc1ccc(S(=O)(=O)NCc2ccccc2)cc1C(=O)N(C)Cc1ccccc1F
    11	3	4	-5	3	-3	5	-9	3	-4	-9
- Cc1ccc2c(cnn2C(=O)CCCC(=O)NCc2cccc(F)c2)c1
    -64	2	-36	-5	-11	32	-30	·	-9	·	-101
- O=S1(=O)N=C(N(CCO)/N=C/c2ccc(Cl)cc2)c2ccccc21
    5	1	4	-6	0	-6	16	-5	0	10	-13
- C/C=C(\C)CN1CCCC(CO)(Cc2ccccc2)C1 (stereo unspecified)
    16	1	-10	0	-23	7	-19	-14	-5	0	-3
- O=C(c1ccc(S(=O)(=O)c2cccc(Cl)c2)c([N+](=O)[O-])c1)N1CCN(Cc2ccccc2)CC1
    28	3	33	-15	25	-39	78*	-13	60	-5	-4
- CC1CCC2=NN(C(=O)c3ccco3)C(O)(C(F)(F)F)C2C1 (stereo unspecified)
    17	1	21	-3	-7	0	16	2	4	-2	-2

Results, from the first entry:
Fields: HIF-2a inh	NR2E3 ag-1	Peg3 prom inh	CaV13 FRET inh	Shn3 3UTR inh	KKLEB cytotox	CF NFkB block	Vif inh	MITF TRPM1 inh	PDI turbidity	NR2E3 ag-2
- COC(=O)c1ccc2ccccc2c1OC1OC(CO)C(O)C(O)C1NC(C)=O (stereo unspecified)
    15	4	5	-1	9	2	-14	18	-6	-8	-11
- Oc1cccc(-c2csc(C(O)(c3ccccc3)C(F)(F)F)n2)c1 (stereo unspecified)
    -8	·	13	-6	-42	-21	2	-8	·	-1	-8
- Cc1ccc2nsnc2c1NC(=O)Cc1ccc(Cl)cc1
    2	-1	-1	-5	16	4	6	10	-5	-9	7
- O=C(NC1CCCCCC1)C1CCCN(S(=O)(=O)c2cccs2)C1 (stereo unspecified)
    -13	-2	-2	-6	-5	-8	-14	-13	-2	19	-27
- O=C(CNC(=O)Cc1ccccc1)NCC(=O)OCC(=O)c1ccc(Cl)cc1
    10	0	10	-9	28	-3	-6	-4	4	-2	23
- Cc1ccccc1Nc1nnc(C)c(=O)n1N
    12	-1	2	-8	-10	2	1	?	-6	-5	-1
- Cc1ccc(S(=O)(=O)NCc2ccccc2)cc1C(=O)N(C)Cc1ccccc1F
    11	3	4	-5	3	-3	5	-9	3	-4	-9
- Cc1ccc2c(cnn2C(=O)CCCC(=O)NCc2cccc(F)c2)c1
    -64	2	-36	-5	-11	32	-30	·	-9	·	-101
- O=S1(=O)N=C(N(CCO)/N=C/c2ccc(Cl)cc2)c2ccccc21
    5	1	4	-6	0	-6	16	-5	0	10	-13
- C/C=C(\C)CN1CCCC(CO)(Cc2ccccc2)C1 (stereo unspecified)
    16	1	-10	0	-23	7	-19	-14	-5	0	-3
- O=C(c1ccc(S(=O)(=O)c2cccc(Cl)c2)c([N+](=O)[O-])c1)N1CCN(Cc2ccccc2)CC1
    28	3	33	-15	25	-39	78*	-13	60	-5	-4
- CC1CCC2=NN(C(=O)c3ccco3)C(O)(C(F)(F)F)C2C1 (stereo unspecified)
    17	1	21	-3	-7	0	16	2	4	-2	-2
- CC(C)CN1CCN(C(=O)COC(=O)c2ccc(S(C)(=O)=O)c([N+](=O)[O-])c2)CC1
    94*	·	97*	-4	75	-7	79*	·	·	0	-13
- CNc1snc(C)c1C(=O)OCC(=O)N(C)Cc1ccccc1
    4	3	6	-1	48	-17	19	-5	-6	1	11
- O=C(NCCN=C1NS(=O)(=O)c2ccccc21)c1ccccc1
    6	-1	11	-5	-12	1	5	1	-1	-8	2
- Cc1ccc(S(=O)(=O)N2CCCCC2)cc1NC(=O)CNC(C)c1ccc(Cl)c(Cl)c1 (stereo unspecified)
    -5	-4	30	-1	13	3	-7	-2	12	2	37
- Cn1c(=O)cc(OCCCC(=O)N2CCCCC2)c2ccccc21
    -5	-1	-17	-4	-26	4	-43	1	-2	0	-13
- Cc1ccsc1/C=N/NC(=O)c1cccnc1
    -15	0	-8	-2	-6	-6	6	-4	5	0	-6
- CC(=O)Nc1cnc(-c2cccc(C(=O)N(C)C)c2)cn1
    -97	·	-98	-7	-36	10	5	15	·	6	7
- Cc1ccc(S(=O)(=O)N2CCOC2CNC(=O)C(=O)NCCN(C)C)cc1 (stereo unspecified)
    7	-1	12	·	1	13	-16	-11	2	2	-6
- CCOC(=O)N1CCN(CCC(=O)Nc2ccc(OC(F)(F)F)cc2)CC1
    5	-2	2	-4	9	-4	-2	-15	0	-1	-9
- Cc1cc(N2CCCC2=O)ccc1S(=O)(=O)N1CCOCC1
    12	-2	-1	-4	16	-8	-1	-7	-3	6	-9
- CCc1nc2ccccc2c(C(=O)OCC(=O)Nc2cccc(S(=O)(=O)N3CCOCC3)c2)c1C
    11	2	77*	-8	78	1	5	-29	37	0	-17
- O=C(Cc1ncc(C(F)(F)F)cc1Cl)N1CCN(c2ccc(F)cc2)CC1
    23	0	6	-5	-4	-4	5	11	2	7	3
- Fc1ccc(-c2nc3nc4ccccc4nc3n2Cc2ccco2)cc1
    -140	3	-142	-5	-39	3	4	-9	-29	-9	-115
- CC1(C)CC(=O)C(N=Nc2cccnc2)=C(O)C1
    -2	0	2	-2	-6	2	-15	6	6	3	-3
- CC(=O)c1cc2c(cc1NC(=O)CSc1nnc(C)s1)OCO2
    9	3	13	·	-1	-2	-14	·	14	1	-6
- Cc1ccc(S(=O)(=O)N(CC(=O)NCCSc2ccccn2)c2ccccc2F)cc1
    25	1	23	-3	14	5	-3	-4	13	9	9
- Cc1ccc(NC(=O)C(=O)c2cn(CC(=O)N3CCCCC3)c3ccccc23)cc1
    -103	-1	-40	-3	-18	-10	-1	6	-31	14	-35
- COc1ccccc1/C=C/C(=O)Nc1cccc(S(=O)(=O)NC2=NCCCCC2)c1
    -16	4	1	-3	20	-1	-14	-4	1	11	-8
- O=C(C1CCN(S(=O)(=O)c2ccccc2)CC1)N1CCC1
    -16	2	6	-15	-22	12	0	0	-13	8	-13
- Cc1cccc(NC(=O)c2cc(=O)n(Cc3ccccc3)c(=O)[nH]2)c1
    -2	2	-9	-5	-9	-11	-5	0	1	-8	-10
- CCCCOc1ccc(C(=O)NCC(=O)N2CCN(C/C=C/c3ccccc3)CC2)cc1
    11	·	21	-9	42	-11	-4	-12	·	2	29
- CC(C)(C)c1[nH]c2ccccc2c1/C=N/O
    5	4	5	-5	-3	12	14	3	-4	3	12
- c1ccc(CN2CCN(C3CCCSc4ccccc43)CC2)cc1 (stereo unspecified)
    17	4	0	9	11	-12	12	8	-3	-1	13
- Cn1cnc2c1c(=O)n(Cc1ccccc1C#N)c(=O)n2C
    9	-1	6	-19	-3	4	-38	·	8	-4	12
- Cc1ccc(-c2nn(-c3ccccc3)cc2/C=N/NC(=O)c2ccc3c(c2)OCO3)cc1
    -132	2	-87	-3	31	4	-3	3	-36	-5	-69
- CCc1ccccc1NC(=O)CN(C)C(=O)COC(=O)c1ccco1
    13	·	0	-6	-7	-6	15	0	1	-6	-5
- Cc1cc(Br)ccc1NC(=O)c1cnc(N2CCN(c3ccccn3)CC2)c2ccccc12
    18	1	64*	-5	49	-12	6	-10	33	-4	-16
- COc1ccccc1/C=C/C=C1N=C(/C=C/c2ccc(Cl)cc2)OC/1=O
    6	2	11	-3	8	4	-12	-1	6	-1	-14
- Cc1ccc(C)c(C(C)NC(=O)c2ccc(Br)o2)c1 (stereo unspecified)
    2	3	-4	-5	-22	22	-5	-6	10	-2	-19
- CCOC1(OCC)N=C(N)C2(C#N)C(c3ccc(NC(C)=O)cc3)C12C#N (stereo unspecified)
    9	0	3	·	-19	8	-9	·	-6	15	-4
- Nc1nonc1-n1nnc(C(=O)N/N=C/c2c(Cl)cccc2Cl)c1CN1CCOCC1
    9	-4	7	-2	9	2	-2	-7	15	-1	-10
- N#Cc1ccc(-c2ccco2)nc1SCC(=O)c1ccc(Cl)cc1
    -6	1	8	-12	-16	-17	-6	·	-12	5	-30
- CC(C)(C)OC(=O)N(CCc1ccccc1)Cc1ccccc1OCc1ccc(NC(=O)C2CCC2)cc1
    -8	·	11	-3	33	8	8	-2	8	4	-15
- COCCNC(=O)C1CCCN(C(=O)COCc2ccccc2)CC1 (stereo unspecified)
    9	·	0	-10	0	13	-11	-3	·	-2	13
- O=C(CSc1nnc(CNc2ccc(F)cc2)n1CC1CCCO1)Nc1ccccc1 (stereo unspecified)
    15	3	-8	-7	-9	4	-3	-12	10	5	4
- COc1cccc(C(=O)NCc2ccc(N3CCN(C(=O)OC(C)(C)C)CC3)cc2)c1
    16	2	21	·	3	2	-5	-3	6	2	1
- Cc1ccccc1Nc1cc(C(=O)NCC2CCCO2)c2ccccc2n1 (stereo unspecified)
    0	1	7	-6	4	-5	4	1	6	8	14
- CCc1c(N)nc(N)nc1Nc1ccccc1C
    9	·	12	-5	43	-22	20	5	2	-1	24
- O=C(Nc1ccc(C(=O)N2CCOCC2)cc1)c1ccccc1[N+](=O)[O-]
    7	-1	-6	-6	-8	-4	10	-3	-10	21	-6

Compounds were not picked by outcome; overall some 3.3% were active at least once.
